Screening results from PubChem.
PI4K2A block – qHTS for small molecular inhibitors of PI4K2A; Phosphatidylinositol 4-kinase type 2-alpha (Homo sapiens), Q9BTU6; purified PI4K2A, ADP-Glo luminescence, 1 h; stronger effect = lower value; activity change, negative = inhibition, % at 76.9 µM; 0.13% of 420,000 active; AID 1346378, 2018; in the data active = activity change below about -50%; inconclusive = mostly about -30% to -49%;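 note: -100% = wells without enzyme as full effect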
Target sequence (Q9BTU6 whole entry, looked up): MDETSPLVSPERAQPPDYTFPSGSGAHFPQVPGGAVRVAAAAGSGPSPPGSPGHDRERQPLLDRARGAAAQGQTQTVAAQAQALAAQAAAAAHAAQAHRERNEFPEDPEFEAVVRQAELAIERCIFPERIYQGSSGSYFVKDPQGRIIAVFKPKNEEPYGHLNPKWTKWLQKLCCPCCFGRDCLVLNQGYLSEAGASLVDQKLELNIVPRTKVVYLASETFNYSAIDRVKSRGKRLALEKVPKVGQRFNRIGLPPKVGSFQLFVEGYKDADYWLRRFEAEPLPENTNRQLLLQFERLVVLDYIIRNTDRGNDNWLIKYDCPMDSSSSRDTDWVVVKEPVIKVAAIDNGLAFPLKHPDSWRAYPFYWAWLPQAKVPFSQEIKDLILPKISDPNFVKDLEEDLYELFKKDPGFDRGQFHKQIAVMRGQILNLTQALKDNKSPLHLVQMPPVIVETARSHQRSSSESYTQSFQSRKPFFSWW
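ADP-Glo luminescence measured ADP generated by PI4K2A enzyme (4 ug/mL before mixing) with 1.2 mM PI substrate (pre-mix) and 300 microM ATP (pre-mix). Tris pH7.5 buffer with MgCl2, Triton X-100; 1 h reaction at ambient temperature.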
mIDH1 inhibitor – qHTS for Inhibitors of mutant isocitrate dehydrogenase 1 (IDH1): qHTS. IDH1-R132H enzyme, NADPH consumption, diaphorase/resazurin fluorescence. Potency, µM (top dose mostly 76.6 µM), for the others: at the top dose activity change, negative = inhibition, most hits filed as inhibitors. 0.093% of 390,000 active. AID 602179, 2012; note: potency is the fitted concentration of half-maximal effect; % is set by controls: 0 for no effect and ±100 for the full control effect; nearly all actives have a fitted effect of over 65% in size
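IDH1-R132H (0.5 ug/mL) preincubated 30 min with compound, then NADPH (0.016 mM) and alpha-KG (2 mM) added; 80 min at RT, pH 7.5. Remaining NADPH coupled via diaphorase/resazurin to fluorescence (540/590 nm); concentration-response curves normalized to no-enzyme control.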
TrxR1 substrate – qHTS Assay for Substrates of Mammalian Selenoprotein Thioredoxin Reductase 1 (TrxR1): qHTS | Thioredoxin reductase 1, cytoplasmic (Rattus norvegicus), O89049 | purified TrxR1 substrate turnover, NADPH consumption readout | Potency, µM (doses to about 114 µM), without a hit: top-dose activity change, negative = substrate turnover | 0.01% of 390,000 active; note: potency is the fitted concentration of half-maximal effect; % is set by controls: 0 for no effect and ±100 for the full control effect; nearly all actives have a fitted effect of over 50% in size
Target sequence (O89049 whole entry, looked up): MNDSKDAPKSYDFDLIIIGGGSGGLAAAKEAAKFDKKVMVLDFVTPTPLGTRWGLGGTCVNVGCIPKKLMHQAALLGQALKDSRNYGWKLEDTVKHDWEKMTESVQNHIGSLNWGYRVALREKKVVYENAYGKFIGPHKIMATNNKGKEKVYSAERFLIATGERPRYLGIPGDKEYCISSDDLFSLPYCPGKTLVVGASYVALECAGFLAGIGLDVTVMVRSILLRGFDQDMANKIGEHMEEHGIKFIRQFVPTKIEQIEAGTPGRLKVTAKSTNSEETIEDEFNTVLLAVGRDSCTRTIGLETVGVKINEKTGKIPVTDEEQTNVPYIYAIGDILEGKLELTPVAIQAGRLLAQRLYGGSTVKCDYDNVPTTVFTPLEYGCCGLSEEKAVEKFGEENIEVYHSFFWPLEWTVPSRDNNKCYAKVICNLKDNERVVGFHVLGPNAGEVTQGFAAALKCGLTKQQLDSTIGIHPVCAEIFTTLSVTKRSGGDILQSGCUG
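Rat TrxR1, dispensed at 90 nM, was prereduced with 400 uM NADPH (final) for 5 min at ~22 deg C, then incubated with compound 15 min before 400 uM selenite. A first-read NADPH fluorescence drop versus no-compound background flagged substrates.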
GRP78 ERSR act – qHTS for Inducers of the Endoplasmic Reticulum Stress Response (ERSR) in Human Glioma: qHTS. U87-MG GRP78 promoter luciferase reporter, 16 h. Potency, µM, for inactives: top-dose activation, usual class: activators. 0.02% of 420,000 active. AID 602332, 2012; note: potency is the fitted concentration of half-maximal effect; series mostly up to about 76 µM; % of control where 0% means no effect; nearly all actives have a fitted effect of over 35% in size
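Stably transfected U87-MG human glioma cells carrying a GRP78-based luminescent sensor were seeded at 1000 cells/well, pin-dosed with compounds and incubated 16 h. Luciferase reagent was then added, and end-point luminescence was read after 10 min at room temperature.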
Vif-A3G inh – qHTS for Inhibitors of Vif-A3G Interactions: qHTS; DNA dC->dU-editing enzyme APOBEC-3G (Homo sapiens), Q9HC16; HeLa A3G-eYFP + Vif (tagged APOBEC3G with the HIV-1 protein that degrades it), YFP fluorescence, overnight; Potency, µM (titrated, usually from 46.1 µM), without a hit: top-dose activity, negative = active, actives largely listed as inhibitors; 0.076% of 410,000 active; AID 602310, 2012;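 note: potency is the fitted concentration of half-maximal effect; % is set by controls: 0 for no effect and ±100 for the full control effect; nearly all actives have a fitted effect of over 60% in size; hits raise eYFP signal because A3G escapes Vif-driven loss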
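Read-out is eYFP fluorescence (Ex 488/Em 500-530) from Vif-expressing HeLa A3G-eYFP cells; more signal means A3G escaped Vif-mediated degradation. Cells plated overnight, compound pinned in, incubated overnight at 37 deg C.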
RXFP1 ag – qHTS Assay for Agonists of the Relaxin Receptor RXFP1 | Relaxin receptor 1 (Homo sapiens), Q9HBX9 | Potency, µM (highest dose often 57.5 µM), for inactives: at the top dose activation, hits mostly activators | 0.3% of 370,000 active | HEK293T-RXFP1 cAMP TR-FRET, 30 min; response scale: percent of porcine relaxin response, buffer zero; note: potency is the fitted concentration of half-maximal effect; % is set by controls: 0 for no effect and ±100 for the full control effect; nearly all actives have a fitted effect of over 60% in size; many of its hits are not listed in these tables
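HEK293T cells stably expressing RXFP1 were pretreated with the PDE4 inhibitor Ro 20174, exposed to compounds for 30 min at 37C, lysed, and cAMP was read by TR-FRET. Data normalized to buffer (basal) and 29 nM porcine relaxin (100%).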
LDHA block – qHTS assay for inhibitors of human lactate dehydrogenase. L-lactate dehydrogenase A chain (Homo sapiens), P00338. purified LDHA, NADH/diaphorase-resazurin fluorescence; stronger effect = lower value. activity change, % (values are at about 110 or 230 µM). 0.15% of 480,000 active; in the data active = activity change below about -30%; inconclusive = mostly about -25% to -30%;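 note: plate controls were DMSO wells for no effect and wells without enzyme for full effect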
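Enzyme activity of human lactate dehydrogenase 5 (2 nM; 0.06 mM NADH, 0.2 mM pyruvate, 5 min, RT) is measured via a resazurin/diaphorase fluorescence readout of residual NADH.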
Vif-A3F inh – qHTS for Inhibitors of Vif-A3F Interactions: qHTS; AID 602313, 2012; 0.2% of 390,000 active; HeLa A3F-eYFP + Vif (tagged APOBEC3F with the HIV-1 protein that degrades it), YFP fluorescence increase; Potency, µM (titrated, usually from 46.1 µM), inactives show at the top dose activity, negative = active; note: potency is the fitted concentration of half-maximal effect; % of control where 0% means no effect; nearly all actives have a fitted effect of over 65% in size
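HeLa cells stably expressing A3F-eYFP plus Vif, plated and incubated overnight at 37 deg C, then exposed to compounds overnight at 37 deg C. Blocked degradation read as raised yellow fluorescence (Ex 488/Em 500-530).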
USP1-UAF1 inh – Inhibitors of USP1/UAF1: Primary Screen | Ubiquitin carboxyl-terminal hydrolase 1 (Homo sapiens), O94782 | Potency, µM (doses to about 57.1 µM), without a hit: top-dose activity change, negative = inhibition, usual class: inhibitors | AID 743255, 2014 | recombinant USP1/UAF1, Ub-Rhodamine cleavage fluorescence | 0.23% of 390,000 active; note: potency is the fitted concentration of half-maximal effect; % is set by controls: 0 for no effect and ±100 for the full control effect; nearly all actives have a fitted effect of over 60% in size; inactives centre near -12
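High-throughput fluorogenic screen: 1nM USP1/UAF1 complex, Ub-Rho substrate 150nM final, 50mM HEPES pH 7.8 with 0.5mM EDTA, 0.1 mg/ml BSA, 1mM TCEP and 0.01% Tween-20.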
The depositor's hits bear a star; ? = inconclusive; . = not tested or not shown; & = joins results of further samples; [ ] = another dose, or the depositor's remark. Unless noted, calls come from the whole dose curve; as a rule, active = well fitted curve in the direction sought with a large enough effect; inconclusive = small, poorly fitted or top-dose-only effect, or another doubt; inactive = no such curve, though single readings can be large; an effect the other way counts as inactive or inconclusive. Some of the compounds tested; count on the stated rates, not on these rows.

SMILES	PI4K2A block	mIDH1 inhibitor	TrxR1 substrate	GRP78 ERSR act	Vif-A3G inh	RXFP1 ag	LDHA block	Vif-A3F inh	USP1-UAF1 inh
Cc1oc(CC(C)C)c(CN2CCCC2)c1C(=O)O	1	10%	3%	-4%	3%	-2.7%	-4	-15%	-19%
O=c1c2ccccc2nc2n1C(CSc1ccc(F)cc1)CS2 (stereo not drawn)	6	20%	-1%	-3%	1%	2.4%	-6	4%	-26%
NC(=O)C[n+]1cccc(/C=N/O)c1	-20	18%	2%[57.1 µM]	3%	0%	-0.1%	-2	11%	-6%
Cc1ccc(C)c(N2CCN(C(=O)CCCCCn3c(=O)[nH]c4ccccc4c3=O)CC2)c1	1	-21%	-5%[57.1 µM]	-5%	3%	-1.2%	-9	6%	-34%
NC(=O)c1ccsc1NC(=O)COC(=O)c1ccccc1NCc1ccco1	6	-5%	103%[activator]	-5%	-5%	5.4%	-1	0%	-14%
Cc1ccccc1N1C(=O)C(Oc2ccc(Cl)cc2)C1CNCCCOC(C)C (stereo not drawn)	-2	5%	-18%[57.1 µM]	-2%	-5%	3.0%	4	-4%	-14%
CCCC(=O)c1ccc(OC(=O)c2c(-c3ccccc3Cl)noc2C)cc1	-5	-10%	-2%[57.1 µM]	-4%	4%	-2.8%	-5	-4%	?
CC(C)C[C@@H](N)c1nnc(SCC(=O)c2ccc(Cl)cc2)o1	3	10%	4%	-12%	0%	1.3%	3	2%	-11%
Cc1cccc(NC(=O)NC(C)CCc2ccccc2)c1 (stereo not drawn)	-3	-6%	4%	-2%	-2%	0.3%	-4	3%	-14%
CCOC(=O)COc1c(C=O)cc(Br)cc1OC	1	0%	-1%	-1%	-10%	2.0%	-3	-4%	-11%
CCCCCn1c(CCCNC(=O)CC)nc2ccccc21	3	19%	11%[57.1 µM]	-3%	6%	-1.9%	-10	1%	-14%
CCOC(=O)Cc1nnc(NC(=O)c2ncn[nH]2)s1	-9	3%	0%	1%	0%	0.6%	1	0%	-3%
CN(C)CCNC(=O)c1coc(=O)c(Br)c1	7	5%	51%[activator][57.1 µM]	-4%	1%	1.9%	-4	0%	-5%
CCc1nc2ccc(C(=O)Nc3cccc(NS(C)(=O)=O)c3)cn2c1N(CCC(C)C)CCN(C)C	2	.	.	-3%	0%	.	-3	.	.
COc1ccc(CNC(=O)CSc2nnc(C)s2)cc1	5	-1%	-6%	-6%	-9%	-0.1%	-5	-3%	-2%
CC(=O)N/C(=C\c1ccc2c(c1)OCO2)C(=O)NC(C(=O)O)c1ccccc1 (stereo not drawn)	-3	13%	-10%	-2%	-2%	-2.9%	-3	-10%	-10%
COCCn1c(SC2CCCCC2=O)nnc1-c1ccncc1 (stereo not drawn)	2	2%	8%	-3%	0%	0.3%	5	5%	-18%
Cc1ccc(NC(=S)NC2CCN(Cc3ccccc3)CC2)c(C)c1	8	-5%	-9%	-2%	3%	4.7%	0	3%	2%
COc1ccc([C@H]2[C@H](C(=O)C(C)(C)C)N3N=Cc4ccccc4C3C23C(=O)OC(C)(C)OC3=O)cc1 (stereo partly drawn)	-8	1%	-1%	-3%	1%	0.4%	6	7%	-1%
Cc1cc(=O)n2c3ccccc3n(CC(O)CN3CCCCC3)c2c1C#N (stereo not drawn)	-1	3%	13%	-5%	1%	-0.1%	-1&4	3%	-13%
CCn1c(SCC(=O)NC2CCCC2)nnc1-c1ccncc1	-11	-1%	5%	0%	-4%	0.7%	-6	-7%	-9%
O=C(CC1C(=O)NCCN1CC1CCCCC1)NCc1ccccc1Cl (stereo not drawn)	3	-2%	1%[57.1 µM]	-5%	-3%	-0.3%	-7	-16%	-7%
Cc1ccc(C(=O)N2CC(C)OC(C)C2)cc1S(=O)(=O)N1CCCCC1 (stereo not drawn)	0	8%	4%	-5%	14%	0.0%	2	-5%	-22%
O=C(CC(c1ccccc1)c1ccccc1O)NCc1ccccc1Cl (stereo not drawn)	-1	2%	-3%	-6%	0%	0.7%	-4	2%	-22%
O=C(Nc1ccc(Cl)c(S(=O)(=O)N2CCOCC2)c1)c1cc2ccccc2oc1=O	-1	6%	-5%	-1%	1%	.	0	6%	-16%
O=C(N[C@@H](Cc1ccccc1)C(=O)NC1CCCCCC1)c1ccco1	-3	2%	1%	12%	-6%	0.4%	-2	0%	-9%
CCOC(=O)c1ccc(NNC(C)=O)c([N+](=O)[O-])c1	0	0%	-3%	-1%	0%	1.9%	-8	-9%	-17%
CNC(=O)c1ccc2c(c1)N(Cc1cc(C)ccc1C)C(=O)c1ccccc1S2	-1	.	-1%[57.1 µM]	.	.	0.4%	-2	.	8%
CC(C)N(c1ccccc1)c1ccc(NC(=O)[C@@H]2O[C@H](CO)[C@H](O)[C@H](O)[C@H]2O)cc1	3	.	.	-4%	0%	.	-4	.	.
O=C(CN1CCN(S(=O)(=O)c2ccccc2)CC1)Nc1ccccc1C(=O)NC1CC1	-4	8%	-3%	3%	-1%	-0.2%	-11	0%	-1%

Of the compounds above, these have a furan ring, fused or not:
SMILES	PI4K2A block	mIDH1 inhibitor	TrxR1 substrate	GRP78 ERSR act	Vif-A3G inh	RXFP1 ag	LDHA block	Vif-A3F inh	USP1-UAF1 inh
Cc1oc(CC(C)C)c(CN2CCCC2)c1C(=O)O	1	10%	3%	-4%	3%	-2.7%	-4	-15%	-19%
NC(=O)c1ccsc1NC(=O)COC(=O)c1ccccc1NCc1ccco1	6	-5%	103%[activator]	-5%	-5%	5.4%	-1	0%	-14%
O=C(N[C@@H](Cc1ccccc1)C(=O)NC1CCCCCC1)c1ccco1	-3	2%	1%	12%	-6%	0.4%	-2	0%	-9%

Other structures follow:
SMILES	PI4K2A block	mIDH1 inhibitor	TrxR1 substrate	GRP78 ERSR act	Vif-A3G inh	RXFP1 ag	LDHA block	Vif-A3F inh	USP1-UAF1 inh
COc1ccccc1N1CCN(C(=O)CSc2nc(-c3ccco3)cc(C(F)(F)F)n2)CC1	1	7%	-4%[57.1 µM]	-2%	-7%	-2.2%	-5	0%	-20%
Cc1nnc(NC(=O)C2c3ccccc3Oc3ccccc32)s1	-4	0%	-11%	-6%	0%	0.6%	-6	-7%	2%
C/C(N)=C(/C#N)C(=O)CSc1n[nH]c(-c2ccccc2Br)n1	2&2	4%&11%	-3%	4%&1%	1%&-1%	1.6%	-3&-1	-22%&-1%	-13%&-18%
CC(=O)Oc1ccc(Cn2c(C)c(C(=O)NCc3cccc(C(F)(F)F)c3)sc2=O)cc1	4	.	.	-3%	1%	.	0	.	.
CC1CCc2c(sc3ncnc(SCC(=O)Nc4ccc(C(=O)O)cc4)c23)C1 (stereo not drawn)	4	4%	-1%[57.1 µM]	-3%	0%	3.4%	-5	10%	-10%
CN(C)c1ccc(NC(=O)/C=C/c2ccccc2Cl)cc1	-4	2%	-14%	3%	2%	2.6%	3	-13%	-9%
COC(=O)CSc1nsc(SCC(=O)OC)c1C#N	-3	0%	16%	3%	-6%	0.9%	-5	-12%	-17%
Cc1cccc2c(=O)cc(C)n(CC(=O)N3CCCCC3)c12	-1	4%	14%	0%	1%	-0.1%	0	0%	-6%
CS(=O)(=O)N1CCCC(C(=O)NCCCN2CCN(Cc3ccccc3)CC2)C1 (stereo not drawn)	8	-3%	-9%[57.1 µM]	-3%	-1%	2.5%	-5	9%	-5%
CCN(CC)c1ccc(NS(=O)(=O)c2ccc(-c3cnc(C4CC4)o3)cc2)c(C)c1	-2	0%	-1%[57.1 µM]	-1%	-3%	0.1%	17	-3%	-11%
CCOC(=O)c1[nH]c2c(c1-c1ccc(OC)cc1)C(=O)CC(c1ccc(OC)c(OC)c1)C2 (stereo not drawn)	-7	12%	8%[57.1 µM]	-3%	-1%	3.4%	6	-8%	-19%
O=C(COC(=O)Cc1cccs1)Nc1ccccc1F	2	2%	11%	-1%	1%	0.5%	0	0%	-23%
COc1ccc(N2C(=O)CCC(C(=O)Nc3ccccn3)C2c2ccc(OC)c(OC)c2)cc1 (stereo not drawn)	4	-8%	2%	0%	7%	4.4%	-9	-2%	-14%
O=c1[nH]c(SCCN2CCOCC2)nc(O)c1-c1ccccc1	-3	-1%	-2%	-3%	5%	3.3%	-11	4%	-3%
N#Cc1c(NC(=O)CSc2ncccn2)oc(-c2ccccc2)c1-c1ccccc1	-8	1%	-3%	-4%	0%	.	3	-13%	-14%
